Compound activity: PubChem BioAssay, National Center for Advancing Translational Sciences (NCATS)
Pol iota inh = qHTS for Inhibitors of Polymerase Iota. DNA polymerase iota (Homo sapiens), Q9UNA4. Pol iota fluorescent replication assay, 10 min. Potency, µM (top dose mostly 115 µM), for inactives: at the highest dose activity, negative = inhibition, actives largely listed as inhibitors. actives 1% (n = 390,000). AID 588590, 2011; note: potency is the fitted concentration of half-maximal effect
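Fluorescent replication assay read twice, at 0 min and 10 min after adding 50 nM (final) substrate. Enzyme (10 nM) and compounds were first incubated 15 min at room temperature; enzyme-free buffer wells were negative controls.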
BLM helicase inh = qHTS Assay for Inhibitors of Bloom's syndrome helicase (BLM); RecQ-like DNA helicase BLM (Homo sapiens), P54132; recombinant BLM DNA unwinding, fluorescence dequenching; Potency, µM (top dose mostly 56.1 µM), for inactives: at the highest dose activity change, negative = inhibition, actives largely listed as inhibitors; actives 0.2% (n = 350,000); AID 2528, 2010;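 note: potency is the fitted concentration of half-maximal effect; plate controls were vehicle for no effect and no enzyme for full effect; nearly all actives have a fitted effect of over 35% in size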
Pol beta inh = qHTS Assay for Inhibitors of DNA Polymerase Beta; P06746; Potency, µM (titrated, usually from 114 µM), for inactives: at the top dose activity change, negative = inhibition, most hits filed as inhibitors; AID 485314, 2010; actives 1.3% (n = 340,000); Pol beta primer extension/strand displacement, fluorescence kinetic; note: potency is the fitted concentration of half-maximal effect; % is set by controls: 0 for no effect and ±100 for the full control effect
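Pol beta (10 nM) and compounds were preincubated 15 min at room temperature, then 50 nM substrate (final) started primer extension/strand displacement. Reads were taken at 0 and 10 min; concentration-response data were fitted to a four-parameter Hill equation.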
POLK inh = qHTS for Inhibitors of Polymerase Kappa. DNA polymerase kappa (Homo sapiens), Q9UBT6. purified Pol kappa, fluorescent DNA synthesis assay, 10 min. Potency, µM (doses to about 107 µM), without a hit: at the top dose activity, negative = inhibition, usual class: inhibitors. actives 0.53% (n = 400,000); note: potency is the fitted concentration of half-maximal effect; % is set by controls: 0 for no effect and ±100 for the full control effect
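Fluorescent qHTS in 1536-well format: enzyme (10 nM) and compound sat 15 min at room temperature before 50 nM substrate (final) was added. Signal taken at 0 and 10 min; no-enzyme buffer wells were negative controls.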
GRP78 ERSR act = qHTS for Inducers of the Endoplasmic Reticulum Stress Response (ERSR) in Human Glioma: qHTS. U87-MG GRP78 promoter luciferase reporter, 16 h. Potency, µM, inactives show top-dose activation, usual class: activators. actives 0.02% (n = 420,000); note: potency is the fitted concentration of half-maximal effect; series mostly up to about 76 µM; % of control where 0% means no effect; nearly all actives have a fitted effect of over 35% in size
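Stably transfected U87-MG human glioma cells carrying a GRP78-based luminescent sensor were seeded at 1000 cells/well, pin-dosed with compounds and incubated 16 h. Luciferase reagent was then added, and end-point luminescence was read after 10 min at room temperature.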
Pol eta inh = qHTS for Inhibitors of Polymerase Eta; DNA polymerase eta (Homo sapiens), Q9Y253; recombinant Pol eta, fluorescent DNA replication assay; Potency, µM (top dose mostly 114 µM), for inactives: at the top dose activity change, negative = inhibition, actives largely listed as inhibitors; actives 1.2% (n = 390,000); note: potency is the fitted concentration of half-maximal effect; % is set by controls: 0 for no effect and ±100 for the full control effect
Target sequence (Q9Y253 whole entry, looked up): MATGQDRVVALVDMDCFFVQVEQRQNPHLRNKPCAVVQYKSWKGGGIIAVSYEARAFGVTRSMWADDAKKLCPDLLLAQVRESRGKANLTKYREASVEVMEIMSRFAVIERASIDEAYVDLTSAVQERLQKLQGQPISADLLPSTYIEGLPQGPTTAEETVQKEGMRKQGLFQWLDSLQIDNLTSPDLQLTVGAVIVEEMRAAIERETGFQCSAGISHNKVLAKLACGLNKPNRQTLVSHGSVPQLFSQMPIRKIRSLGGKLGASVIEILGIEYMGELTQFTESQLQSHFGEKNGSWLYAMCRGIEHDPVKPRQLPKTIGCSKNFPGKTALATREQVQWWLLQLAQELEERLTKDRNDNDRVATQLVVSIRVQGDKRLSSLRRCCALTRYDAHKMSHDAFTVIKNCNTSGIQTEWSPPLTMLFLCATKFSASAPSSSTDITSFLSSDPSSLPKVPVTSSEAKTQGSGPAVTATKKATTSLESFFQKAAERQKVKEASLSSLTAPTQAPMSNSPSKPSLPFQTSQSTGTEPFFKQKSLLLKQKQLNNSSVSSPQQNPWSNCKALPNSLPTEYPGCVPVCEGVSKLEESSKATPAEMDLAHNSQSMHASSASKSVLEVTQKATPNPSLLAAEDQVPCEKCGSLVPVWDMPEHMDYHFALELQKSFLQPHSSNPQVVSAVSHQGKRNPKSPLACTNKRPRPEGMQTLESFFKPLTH
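Pol eta (10 nM) was preincubated with compounds for 15 min at room temperature, after which fluorescent replication substrate (50 nM final) was added to start the reaction. Fluorescence was read kinetically at 0 and 10 min.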
Anesthetic bind = qHTS Assay for Identification of Novel General Anesthetics. Ferritin light chain (Equus caballus), P02791. apoferritin/1-aminoanthracene competitive binding, fluorescence. Potency, µM (titrated, usually from 77.5 µM), for inactives: top-dose activity change, negative = displacement, usual class: inhibitors. actives 0.074% (n = 350,000); note: potency is the fitted concentration of half-maximal effect; % is set by controls: 0 for no effect and ±100 for the full control effect; nearly all actives have a fitted effect of over 20% in size
Target sequence (P02791 2-175 limits assumed): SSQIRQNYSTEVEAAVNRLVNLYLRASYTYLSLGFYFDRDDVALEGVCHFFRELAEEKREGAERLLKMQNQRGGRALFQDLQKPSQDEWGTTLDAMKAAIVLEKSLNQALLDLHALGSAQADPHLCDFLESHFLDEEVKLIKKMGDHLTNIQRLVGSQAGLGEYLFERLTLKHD
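In PBS, apoferritin at 10 uM is loaded with 1-AMA from a 50% saturated solution. After 10 min of compound exposure at ambient temperature, reduced 535 nm fluorescence indicates probe displacement.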
LDHA block = qHTS assay for inhibitors of human lactate dehydrogenase | purified LDHA, NADH/diaphorase-resazurin fluorescence; hits give low values | activity change, % (values are at about 110 or 230 µM) | actives 0.15% (n = 480,000) | AID 1347041, 2019; in the data active = activity change below about -30%; inconclusive = mostly about -25% to -30%;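 note: plate controls were DMSO wells for no effect and wells without enzyme for full effect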
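Human LDH5 (2 nM) was incubated with 0.06 mM NADH and 0.2 mM pyruvate for 5 min at room temperature in Tris pH 7.4. Remaining NADH was coupled through diaphorase/resazurin, and resorufin fluorescence was read at 0 and 20 min.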
APEX1 inh = qHTS Assay for Inhibitors of the Human Apurinic/apyrimidinic Endonuclease 1 (APE1) | DNA repair nuclease/redox regulator APEX1 (Homo sapiens), P27695 | recombinant APE1, TAMRA/BHQ-2 abasic DNA cleavage fluorescence | Potency, µM (series often up to 65.8 µM), for the others: at the top dose activity change, negative = inhibition, most hits filed as inhibitors | actives 0.35% (n = 350,000) | AID 2517, 2012;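 note: potency is the fitted concentration of half-maximal effect; plate controls were vehicle for no effect and reference inhibitor for full effect; nearly all actives have a fitted effect of over 55% in size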
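APE1 at 0.75 nM final was preincubated with compound 15 min at room temperature, then 50 nM double-stranded THF abasic-site substrate (5'-TAMRA/3'-BHQ-2) was added. Fluorescence (ex 525/em 598 nm) was read kinetically; third-minus-first read gave activity.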
An asterisk follows results filed as active; ? = inconclusive; / = not tested or not shown; & = joins results of further samples; [ ] = remark or other dose. Unless noted, calls come from the whole dose curve; as a rule, active = well fitted curve in the direction sought with a large enough effect; inconclusive = small, poorly fitted or top-dose-only effect, or another doubt; inactive = no such curve, though single readings can be large; an effect the other way counts as inactive or inconclusive.

SMILES	Pol iota inh	BLM helicase inh	Pol beta inh	POLK inh	GRP78 ERSR act	Pol eta inh	Anesthetic bind	LDHA block	APEX1 inh
COCCn1cc(C(=O)N2CCC3(CC2)OCCO3)c2c3ccccc3n(C)c2c1=O	16%	1%	15%	5%	-5%	-4%	-3%	-7	-1%
O=C(NC(=S)N1C[C@H]2C[C@H](C1)c1cccc(=O)n1C2)c1ccc(F)cc1	11%	-10%	31%	-6%	0%	-9%	-7%	-4	22%
Cc1cccc(N2C(=O)NC(=O)/C(=C\c3ccc(N4CCOCC4)cc3)C2=O)c1	19%	0%	-21%	-12%	-1%	-4%	-7%	-6	?
O=C(CCN1CCCCC1)NCC(=O)Nc1ccc(Br)cc1C(=O)c1ccccc1	-4%	3%	4%	0%	-1%	6%	-18%	-1	1%
COc1ccc(C(=O)Nc2ccccc2C(=O)NC(C(=O)NCc2ccco2)C(C)C)cc1 (stereo not drawn)	-17%	-6%	8%	-5%	2%	8.9µM*	-6%	0	-2%
CCCN(CCC)c1c([N+](=O)[O-])cc(C(F)(F)F)cc1[N+](=O)[O-]	/	5%	/	-10%[60.1 µM]	-3%	/	-12%	/	19%&0%
CN1CCC2(CC1)N=C(c1ccc(F)cc1)C(=S)N2	90%[activator]	-9%	-6%	-14%	0%	-4%	-8%	-6	2%
C=CCc1cc(C=C2C(=O)NC(=O)NC2=O)cc(OC)c1OCc1ccc(C(=O)O)cc1	?	-9%	?	-20%	-3%	50µM*	-8%	-18	-8%
CCCCCn1c(=O)c(C(=O)NCc2ccncc2)c(O)c2ccccc21	17%	-13%	?	-12%	-4%	?	?	-1	-7%
COc1ccc(N2CCN(C(CNC(=O)Oc3ccccc3)c3cccnc3)CC2)cc1 (stereo not drawn)	3%	0%	10%	6%[60.1 µM]	-4%	-9%	-14%	10	0%
CCCCCCN=C(CC)c1c(O)n(CCCC)c(=O)[nH]c1=O	?	-7%	-25%	-11%	-3%	-17%	-12%	2	3%
CCn1cc(C(=O)NCc2ccccc2)c2ccccc21	16%	-4%	-1%	-13%	-2%	-21%	-4%	-2	15%
Cc1nnc(NC(=O)c2cccn(Cc3cccc([N+](=O)[O-])c3)c2=O)s1	-6%	-3%	1%	-6%[60.1 µM]	-3%	-14%	-5%	-8	/
COC(=O)C1=C(c2ccc(F)cc2F)C[C@@H]2CC[C@H]1N2C(=O)NCCOc1ccccc1	52%[activator]	/	/	9%	-3%	-11%	/	0	35%
CCSC1=NN1c1cc(C)nc(N)n1	?	-3%	-3%	-30%	1%	-11%	2%	-6	-7%
COc1ccc(NCC(=O)N2CCCC2)cc1Cl	172%[activator]	-3%	26%	2%	4%	1%	-4%	-3	-7%
O=C(CF)NC(NC(=S)Nc1cccc([N+](=O)[O-])c1)C(Cl)(Cl)Cl (stereo not drawn)	7%	-6%	10%	-4%[60.1 µM]	-7%	-10%	-18%	-3	6%
CCC(=NCc1ccco1)c1c(O)n(Cc2ccccc2)c(=O)[nH]c1=O	3%	-4%	-28%	-25%	-3%	3%	?	-5	4%
C[C@@H]1C(=O)O[C@H]2C[C@@]34[C@H]5C[C@@H](C(C)(C)C)[C@]36[C@@H](OC(=O)[C@@H]6O)O[C@@]4(C(=O)O5)[C@]21O	5%	-3%	0%	3%	-2%	-14%	-10%	1	2%
O=S(=O)(Nc1c(O)ccc2ccccc12)c1ccc(F)cc1	?	/	/	-20%	?	-5%	/	38	/
CCN(CC)C(=O)c1ccc(NC(=O)c2cccc(C(F)(F)F)c2)cc1	28%	-1%	15%	-11%	3%	2%	-18%	-8	0%
NCCCNCCCCNCCCNC(=O)Cc1ccc(O)cc1	/	5%[12.4 µM]	/	-3%[12 µM]	1%	/	0%[15.3 µM]	/	-2%[12.4 µM]
COc1cc(C(c2c(O)c3ccccc3oc2=O)c2c(C)n(C)n(-c3ccccc3)c2=O)ccc1OCC(=O)O (stereo not drawn)	4%	2%	-14%	8%	-4%	-14%	-7%	5	/
Fc1cccc(C2NCCc3[nH]cnc32)c1 (stereo not drawn)	98%[activator]	5%	-4%	-6%	0%	-10%	0%	-2	17%
COc1ccc(CN2C(=O)NC(=O)/C(=C/c3ccoc3)C2=O)cc1	10µM*	-20%	10µM*	20µM*	-1%	20µM*	-2%	-13	8.9µM*

Some of these compounds in order of SMILES length, largest number first.
SMILES	Pol iota inh	BLM helicase inh	Pol beta inh	POLK inh	GRP78 ERSR act	Pol eta inh	Anesthetic bind	LDHA block	APEX1 inh
C[C@@H]1C(=O)O[C@H]2C[C@@]34[C@H]5C[C@@H](C(C)(C)C)[C@]36[C@@H](OC(=O)[C@@H]6O)O[C@@]4(C(=O)O5)[C@]21O	5%	-3%	0%	3%	-2%	-14%	-10%	1	2%
COc1cc(C(c2c(O)c3ccccc3oc2=O)c2c(C)n(C)n(-c3ccccc3)c2=O)ccc1OCC(=O)O (stereo not drawn)	4%	2%	-14%	8%	-4%	-14%	-7%	5	/
COC(=O)C1=C(c2ccc(F)cc2F)C[C@@H]2CC[C@H]1N2C(=O)NCCOc1ccccc1	52%[activator]	/	/	9%	-3%	-11%	/	0	35%
Cc1nnc(NC(=O)c2cccn(Cc3cccc([N+](=O)[O-])c3)c2=O)s1	-6%	-3%	1%	-6%[60.1 µM]	-3%	-14%	-5%	-8	/
CCCCCn1c(=O)c(C(=O)NCc2ccncc2)c(O)c2ccccc21	17%	-13%	?	-12%	-4%	?	?	-1	-7%
CN1CCC2(CC1)N=C(c1ccc(F)cc1)C(=S)N2	90%[activator]	-9%	-6%	-14%	0%	-4%	-8%	-6	2%

A few values from the entries so far:
For GRP78 ERSR act, O=C(NC(=S)N1C[C@H]2C[C@H](C1)c1cccc(=O)n1C2)c1ccc(F)cc1 reads 0%
For GRP78 ERSR act, CCCCCCN=C(CC)c1c(O)n(CCCC)c(=O)[nH]c1=O reads -3%

(more compounds)
SMILES	Pol iota inh	BLM helicase inh	Pol beta inh	POLK inh	GRP78 ERSR act	Pol eta inh	Anesthetic bind	LDHA block	APEX1 inh
COc1ccc(C(O)P(=O)(OC2CCCCC2)c2ccc(N(C)C)cc2)cc1OC (stereo not drawn)	5%	-4%	22%	-14%	-2%	-9%	-13%	-5	17%
Cc1ccc(N2C(=O)NC(=O)/C(=C\c3cn(CC(=O)O)c4ccccc34)C2=O)cc1	32µM*	0%	0%	-3%	-2%	?	-8%	3	50%[activator]
CCCCn1c(C)c(C(=O)O)c2cc(OC)ccc21	10%	-1%	30%	-3%	-3%	5%	-9%	-4	16%
COC(=O)C1=C(c2ccc3ccccc3c2)C[C@@H]2CC[C@H]1N2C(=O)NC1CCCCC1	20%	/	/	-3%	-3%	-26%	/	-5	-4%
N#CC1=C(N)Oc2c(c(=O)oc3ccccc23)C1c1ccccc1OC(=O)c1cccs1 (stereo not drawn)	2%	3%	28%	-22%	17%	-7%	3%	-7	9%
COc1ccccc1CN1CCN(C(=O)Cc2ccccc2)CC1	-6%	-1%	13%	-2%	0%	-15%	-12%	-23	-2%
CCCCC12CNCC(C)(CNC1)C2=O	-7%[58.9 µM]	0%	0%	-7%	-3%	-12%	-5%	-11	-1%
Cc1cc(C=O)c(C)n1C1CCCCC1	-18%	2%	37%	6%	-3%	-14%	-19%	1	0%
Cc1ccc(C(=O)C2(C)N(O)C(C)C(c3cccs3)=[N+]2[O-])cc1 (stereo not drawn)	5%	0%	-9%	-3%	-4%	6%	-6%	-12	2%
Cc1nc2ccccc2c(=O)n1-c1ccncc1	22%	-4%	1%	-19%	-6%	?	7%	-6	-3%
CN(C[C@H](Cc1ccccc1)N(C[C@H](Cc1ccccc1)N(CCc1cc(C(F)(F)F)cc(C(F)(F)F)c1)N=O)N=O)N=O	2%	-10%	1%	-23%	0%	-26%	?	-1	15%
OCC[n+]1c2ccccc2nc2ccc(N3CCOCC3)cc21	21%	?	-7%	-1%	-4%	-22%	1%	19	-9%
Cc1cccn2c(=O)cc(COc3cccc(NC(=O)COc4ccc(F)cc4)c3)nc12	-4%	14µM*	-27%	-13%[60.1 µM]	-2%	?	-9%	3	/
Cc1cc(C)cc(C(=O)OC2CC3CCC(C2)N3C)c1 (stereo not drawn)	/	-3%	/	5%[19.4 µM]	-6%	/	-2%	/	/
CN(C)C(=O)On1c(-c2ccccc2)nc2ccc(Cl)cc21	7%	0%	-23%	-8%	3%	-2%	-19%	-6	-2%
CC(=O)c1c(O)n(C)c(=S)n(-c2ccccc2)c1=O	3%	-2%	6%	-5%	-2%	10%	-11%	-7	-1%
Cc1c(C(c2ccc(Cl)cc2Cl)c2c(O)c3ccccc3oc2=O)c(=O)n(-c2ccccc2)n1C (stereo not drawn)	-11%&-24%	-8%&-4%	1%&3%	7%&-6%	-1%&-2%	-6%&-7%	-7%&-3%	1&-8	-2%
COC(=O)C1=C(c2ccc(Cl)c(C(F)(F)F)c2)C[C@@H]2CC[C@H]1N2C(=O)N1CCCC1	33%[activator]	/	/	0%	-2%	-4%	/	5	18%
C[C@@H]1CO1	/	-4%	/	17%[60.1 µM]	-2%	/	-8%	/	0%

The list is partial. The share of hits here may be higher or lower than overall.
